Screening data as filed in PubChem BioAssay.
TIM10 inh: TIM10 yeast growth inhibition; S. cerevisiae TIM10 strain growth, BacTiter-Glo luminescence, 24 h; inhibition, % at 10 µM; 1.4% of 330,000 active; AID 463195;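 active means inhibition of 40% or more at the single tested concentration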;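 further: wild-type TIM10 isogenic control strain grown at permissive 25 °C; 0% = DMSO yeast wells and 100% = minimal medium wells without yeast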
tim10-1 inh: tim10-1 yeast growth inhibition; 2.2% of 330,000 active; AID 463190; inhibition, % at 20 µM; S. cerevisiae tim10-1 ts strain growth, BacTiter-Glo, 24 h;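 active means inhibition of at least 40%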;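 further: mutant grown at 25 °C; 0% = DMSO wells with yeast and 100% = wells holding no yeast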
NALP3 yeast inh: blocks the NALP3 inflammasome reconstituted in yeast; 0.39% of 330,000 active; inhibition, % at 10 µM; AID 2825; Yeast reconstituted NLRP3/ASC/caspase-1, beta-gal luminescence, 24 h;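 active means inhibition of 50% or more; inactive means inhibition below 50%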;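 further: plate controls were induced DMSO wells for no effect and uninduced yeast grown without galactose for full effect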
mIAP block: mouse IAP inhibition | inhibition, % at 10 µM | 0.2% of 330,000 active | purified mouse IAP, CDP-Star luminescence, 30 min;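 active means inhibition of at least 40% at 10 µM in the primary screen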;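 further: plate controls were DMSO with enzyme for no effect and no enzyme wells for full effect; values of inactives mirror those of a sister screen read the other way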
hIAP act: increases human intestinal alkaline phosphatase activity; P09923; purified human IAP, CDP-Star luminescence, 30 min; hits give high values; 1 = vehicle-only enzyme, 0 = enzyme-free background; activation factor at 10 µM; 0.16% of 330,000 active; AID 2524;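 active means activation factor of the enzyme at least 2-fold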; further: the source names both 10 and 20 µM as test concentration; values of inactives mirror those of a sister screen read the other way
Target sequence (P09923 whole entry, looked up): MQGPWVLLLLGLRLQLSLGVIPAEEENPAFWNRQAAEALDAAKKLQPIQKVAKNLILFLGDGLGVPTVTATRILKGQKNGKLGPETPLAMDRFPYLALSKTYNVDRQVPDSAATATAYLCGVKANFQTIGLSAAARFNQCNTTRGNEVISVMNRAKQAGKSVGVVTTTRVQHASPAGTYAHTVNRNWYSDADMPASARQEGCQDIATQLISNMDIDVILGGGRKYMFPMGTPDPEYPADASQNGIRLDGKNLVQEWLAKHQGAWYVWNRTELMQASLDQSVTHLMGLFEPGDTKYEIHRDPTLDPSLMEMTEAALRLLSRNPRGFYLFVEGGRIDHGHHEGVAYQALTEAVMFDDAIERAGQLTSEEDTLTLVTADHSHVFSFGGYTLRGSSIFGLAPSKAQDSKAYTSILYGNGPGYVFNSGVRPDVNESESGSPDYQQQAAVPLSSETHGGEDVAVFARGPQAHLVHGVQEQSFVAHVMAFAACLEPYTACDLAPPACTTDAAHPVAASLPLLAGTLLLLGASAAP
ATG4B inhibitor: blocks human ATG4B protease cleavage of LC3 substrate. Q9Y4P1. ATG4B cleavage of LC3-PLA2, NBD-HPC fluorescence, 1 h. inhibition, % at 8.33 µM. 0.51% of 340,000 active. AID 504462; in the data active means inhibition above about 40%
Target sequence (Q9Y4P1 whole entry, looked up): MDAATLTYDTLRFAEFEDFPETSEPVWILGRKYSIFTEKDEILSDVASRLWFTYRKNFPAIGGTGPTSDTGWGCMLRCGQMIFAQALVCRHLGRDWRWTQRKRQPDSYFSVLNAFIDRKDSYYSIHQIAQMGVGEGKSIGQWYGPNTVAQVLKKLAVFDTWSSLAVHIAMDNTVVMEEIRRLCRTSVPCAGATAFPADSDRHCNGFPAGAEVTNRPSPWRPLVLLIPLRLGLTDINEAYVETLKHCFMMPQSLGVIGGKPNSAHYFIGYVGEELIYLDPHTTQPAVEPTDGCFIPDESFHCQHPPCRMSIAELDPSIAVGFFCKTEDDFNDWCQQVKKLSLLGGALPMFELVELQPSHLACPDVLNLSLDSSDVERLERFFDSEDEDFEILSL
mIAP activ: mouse IAP activation. activation factor at 10 µM. muIAP, CDP-Star luminescence, 30 min; hits give high values; 1 = vehicle-only enzyme signal, 0 = enzyme-free wells. AID 2805. 0.24% of 330,000 active;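 active means activation factor of at least 2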; further: the source names both 10 and 20 µM as test concentration; values of inactives mirror those of a sister screen read the other way
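Assay system: mouse IAP enzyme / Compound: DMSO-dissolved test compounds / Timing: 30 min, room temperature / Measured by: luminescence from enzymatic CDP-Star hydrolysis / Control set: DMSO-only wells, enzyme-free buffer wells as negative control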
hIAP block: blocks human intestinal alkaline phosphatase | purified IAP, CDP-Star luminescence, 30 min | inhibition, % at 10 µM | P09923 | 0.12% of 330,000 active;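 active means inhibition reaching a set limit with compound at 10 µM in the primary screen, cut at about 35% in these data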;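 further: plate controls were DMSO wells with enzyme for no effect and no-enzyme buffer wells for full effect; values of inactives mirror those of a sister screen read the other way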
Apaf-1 inh: inhibitors of human Apaf-1 apoptosome; O14727; reconstituted apoptosome caspase-3 activity, DEVD-Rh110 fluorescence; inhibition, % at 20 µM; 0.71% of 330,000 active; AID 489030; active means inhibition of at least 40% at 20 µM;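 further: plate controls were DMSO wells for no effect and DEVD-CHO caspase inhibitor wells for full effect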
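Material: reconstituted apoptosome with Apaf-1, cytochrome c, caspase-9, procaspase-3, dATP / Buffer or medium: pH 7.5 Hepes buffer with CHAPS, BSA, DTT / Also added: cytochrome c with DEVD-Rh110 / Schedule: compound with Apaf-1, dATP, procaspase-3 30 min, then 50 min reaction, room temperature / Technique: rhodamine 110 fluorescence at Ex 480/Em 540 nm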
* marks the source's active call; other numbers are inactive results.

SMILES | TIM10 inh | tim10-1 inh | NALP3 yeast inh | mIAP block | hIAP act | ATG4B inhibitor | mIAP activ | hIAP block | Apaf-1 inh
COc1cccc(C2C(C(=O)c3cc4ccccc4o3)=C(O)C(=O)N2CCN2CCOCC2)c1 (centres undefined) | -11 | 6 | 0 | -4 | 1 | -9 | 1 | -4 | 7
CCOC(=O)N1CCN(Cc2nc3c(c(=O)n(C)c(=O)n3C)n2Cc2ccccc2C)CC1 | 19 | 28 | -3 | 7 | 1.1 | 2 | 0.93 | -12 | 9
C=CCNCCOc1ccccc1-c1ccccc1 | -12 | 9 | 11 | -10 | 1.1 | 9 | 1.1 | -9 | 2
COc1cc2c(cc1OC)CN(C(=O)c1ccc(Cl)c(S(=O)(=O)N3CCCC3)c1)CC2 | 0 | -9 | 5 | 10 | 0.94 | -5 | 0.9 | 6 | -2
CN1CCN(C(=S)Nc2cccc(Cl)c2)CC1 | 2 | 7 | 14 | -1 | 0.99 | -2 | 1 | 1 | 0
CCOC(=O)C1CCN(C(=O)COc2ccc(C(=O)c3ccccc3)cc2)CC1 | 4 | 21 | 27 | 3 | 1.2 | -2 | 0.97 | -18 | 0
COC(=O)CCCNC(=O)c1ccc(OC2CCN(CCc3ccccc3)CC2)cc1 | -9 | 8 | 2 | -13 | 0.94 | 15 | 1.1 | 6 | 5
Cc1csc(SCC(=O)NC(=O)NC(C)(C)C)n1 | 5 | 13 | 35 | 14 | 0.85 | -1 | 0.86 | 15 | -7
O=C(Cc1sc(-c2ccccc2)nc1-c1ccccc1)Nc1ccc(Cl)cc1 | -9 | 8 | -2 | -34 | 0.98 | -1 | 1.3 | 2 | 12
CC(C)C[C@H](NC(=O)Nc1ccc(S(N)(=O)=O)cc1)C(=O)O | 14 | -2 | 9 | -6 | 0.72 | -6 | 1.1 | 28 | -8
CC(=N/O)/C(C)=N\NC(=O)c1ccccn1 | 7 | -6 | 18 | -3 | 1.6 | -9 | 1 | -56 | -5
COc1ccc(CC2(CO)CCN(S(=O)(=O)c3c(C)nn(C)c3C)CC2)cc1 | -5 | 5 | -9 | -2 | 1 | 23 | 1 | -2 | 7
O=C(Cc1ccccc1[N+](=O)[O-])NC1CCN(Cc2ccccc2)CC1 | -11 | 10 | 30 | 1 | 1.1 | -1 | 0.99 | -8 | -1
CCOC(=O)c1ccc(CNC(=O)CCC(=O)O)cc1 | -7 | 3 | 8 | -3 | 0.97 | 3 | 1 | 3 | 5
Cc1ccc2c(C)c(C(=O)Nc3cccnc3)oc2c1 | 15 | 16 | -14 | 17 | 0.87 | 6 | 0.83 | 13 | -13
COc1cc(NC(=O)c2cc([N+](=O)[O-])ccc2Br)ccc1NC(=O)c1ccco1 | 26 | 24 | 21 | 10 | 0.89 | -17 | 0.9 | 11 | 6
Cc1c(C)n(CCc2ccccc2)c2ncnc(NCCO)c12 | -23 | 4 | 2 | 5 | 1 | -6 | 0.95 | -4 | 5
Cc1ccc(C(O)Cn2nc(C)cc2C)cc1 (centres undefined) | 4 | 10 | 3 | 0 | 1 | 2 | 1 | 0 | -4
CCOC(=O)N1CCN(C(=O)c2cc3c(=O)n4cccc(C)c4nc3s2)CC1 | -4 | 19 | -1 | -12 | 1.1 | -15 | 1.1 | -6 | 3
NC(=O)c1c(NC(=O)C2CC=CCC2C(=O)O)sc2c1CCCCC2 (centres undefined) | -2 | 9 | 19 | 9 | 0.86 | -4 | 0.91 | 14 | 8
Cc1ccc(N2CCN(C(=O)N3CCOCC3)CC2)c(C)c1 | 1 | -2 | 12 | 2 | 1 | -2 | 0.98 | -4 | -10
CC(C)CCN1C(=O)c2ccc(C(=O)OCC(=O)N(C)C3CCS(=O)(=O)C3)cc2C1=O (centres undefined) | 3 | -7 | 2 | 4 | 0.9 | -6 | 0.96 | 10 | 5
COc1ccccc1-c1nc(C(N)=O)c2[nH]c(=O)n(-c3cccc(C)c3)c2n1 | 8 | 20 | 2 | 4 | 1.6 | -12 | 0.96 | -56 | 14
COc1ccc(S(=O)(=O)Nc2cc3c4c(c2)C(C)C(=O)N4CCC3)cc1OC (centres undefined) | -5 | 6 | 13 | 0 | 1 | -1 | 1 | -4 | 8
CCOC(=O)C1=NNC2(c3ccccc3)C(=O)N(c3cccc(Br)c3)C(=O)C12 (centres undefined) | 11 | 17 | 0 | 6 | 0.93 | 4 | 0.94 | 7 | 11
Cc1cccn2cc(-c3ccc(F)cc3)cc12 | 17 | 0 | -5 | -2 | 1.1 | 2 | 1 | -12 | -2
O=C(C[C@@H]1C/C=C\CCCC(=O)OC[C@@H]2CCCN2C1=O)N[C@H](CO)Cc1ccccc1 | 0 | 0 | 3 | 13 | 0.96 | -6 | 0.87 | 4 | -6
COc1cccc(CNS(=O)(=O)c2ccc3c(c2)NC(=O)CS3)c1 | -4 | 2 | 0 | 1 | 0.87 | -12 | 0.99 | 13 | 1
CC(=O)NC1(c2cccc(F)c2)CCN(CC(=O)NC2CCCCC2)CC1 | 5 | 6 | 14 | -8 | 1.1 | -10 | 1.1 | -10 | 6
O=C(CCNC(=O)c1ccccc1Cl)Nc1ccc(S(=O)(=O)Nc2nccs2)cc1 | -2 | -8 | 21 | 4 | 1.1 | 7 | 0.96 | -10 | 0
C=CCNC(=O)c1ccccc1NC(=O)c1ccccc1C | 6 | -25 | 6 | 8 | 0.96 | 5 | 0.92 | 4 | -4
Cc1cccc(OCCCCCn2ccnc2)c1 | 5 | 4 | 16 | -2 | 1.4 | 9 | 1 | -37 | -3
O=C(COC(=O)c1ccc(-c2ccc([N+](=O)[O-])cc2)o1)NC(=O)NC12CC3CC(CC(C3)C1)C2 | 4 | 27 | -4 | 14 | 0.98 | -5 | 0.86 | 2 | 24
Cc1ccc(C(=O)C2=C(O)C(=O)N(Cc3cccnc3)C2c2ccc(Br)cc2)o1 (centres undefined) | -18 | -2 | 12 | 11 | 1.1 | -1 | 0.89 | -13 | -12
COCCN1C(=O)N[C@@H](c2ccccc2)C(C(C)=O)=C1C | -9 | -8 | 6 | -5 | 1.1 | -14 | 1.1 | -11 | -1
COc1ccccc1OCc1ccc(C(=O)Nc2ccncc2)o1 | -4 | 28 | 15 | -4 | 0.87 | -12 | 1 | 13 | -10
COc1ccc(-c2csc(NC(=S)NC(=O)c3cccs3)n2)cc1Br | 20 | 11 | 23 | 21 | 1.2 | 7 | 0.79 | -19 | -9
COCCCNC(=S)NNC(=O)Cn1nc(C)c(Br)c1C | 0 | 10 | 19 | -1 | 0.99 | 2 | 1 | 1 | 14
CN(CC(=O)Nc1ccccc1C(F)(F)F)C(=O)COc1ncnc2sccc12 | -2 | 17 | 5 | -8 | 0.96 | -3 | 1.1 | 4 | -1
CCOC(=O)c1cc2ccc3ccccc3c2s1 | 7 | 29 | 10 | 7 | 1.1 | 5 | 0.93 | -8 | 20
CCCNC(=O)N[C@@H](Cc1ccccc1)C(=O)OC | -20 | 11 | -3 | 6 | 1.2 | -3 | 0.94 | -17 | -13
CCOc1cc(NC(=O)c2ccco2)c(OCC)cc1NC(=O)Cc1cccc(OC)c1 | 19 | 19 | 11 | 4 | 0.91 | -9 | 0.96 | 9 | 18
CCC(C)[C@H](NC(=O)C1CC(=O)N(c2ccc3c(c2)OCCO3)C1)C(=O)N1CCCCC1 (some centres undefined) | -6 | 13 | 13 | 6 | 1.2 | 1 | 0.94 | -18 | -3
CCCCCCC/C(C)=N/NC(=O)CC(=O)NCCc1ccccc1 | 8 | 12 | 9 | 8 | 1.1 | -13 | 0.92 | -9 | -4
CN(C)c1ccc(CNC(=O)c2cc(S(=O)(=O)N3CCCC3)cn2C)cc1 | -4 | -2 | 17 | -8 | 0.95 | -14 | 1.1 | 5 | 6
COCCN1C(=O)C(=O)/C(=C(/O)c2ccc(C)cc2)C1c1ccccn1 (centres undefined) | 13 | -2 | 11 | -16 | 1.1 | -2 | 1.2 | -7 | -3
Cc1ccc(-c2nc(NC(=O)c3nn(C)cc3[N+](=O)[O-])sc2C)cc1 | 5 | 13 | 26 | 3 | 0.91 | 2 | 0.97 | 9 | -10
CC(C)N1CCN(Cc2ccc3nsnc3c2)CC1CCO (centres undefined) | -1 | 11 | 2 | 0 | 0.97 | 0 | 1 | 3 | -24
CSCCC(NS(=O)(=O)c1cccc(C(F)(F)F)c1)C(=O)N(C)Cc1ccc2c(c1)OCCO2 (centres undefined) | 19 | 30 | 4 | 2 | 0.99 | -6 | 0.97 | 1 | 7
c1ccc(-n2nc3c(ccc4cnnc43)[nH]2)cc1 | 21 | 24 | 14 | 1 | 1.2 | -13 | 0.99 | -24 | 15

Following part:
SMILES | TIM10 inh | tim10-1 inh | NALP3 yeast inh | mIAP block | hIAP act | ATG4B inhibitor | mIAP activ | hIAP block | Apaf-1 inh
CCN(CC)c1ccc(NC(=O)CN2C(=O)NC3(CCc4ccccc43)C2=O)cc1 (centres undefined) | 4 | 5 | 9 | -3 | 0.95 | -10 | 1 | 5 | 14
COc1ccc(S(=O)(=O)N2CCOC2CNC(=O)C(=O)NCc2ccccc2Cl)cc1 (centres undefined) | 10 | 2 | 14 | 2 | 1 | 0 | 0.98 | 0 | 13
COC(=O)c1sccc1NC(=S)N1CCN(c2ccccc2F)CC1 | 0 | 20 | 18 | 4 | 0.9 | 12 | 0.96 | 10 | 4
CC(=O)N1CCc2cc(C(=O)CN3CCCCC3)ccc21 | -12 | 0 | 10 | -8 | 0.91 | -3 | 1.1 | 9 | 0
COc1ccc(C(NC(=O)c2ccc(=O)[nH]c2)C(=O)Nc2ccc(C(C)C)cc2)cc1 (centres undefined) | 14 | 5 | 7 | 6 | 1.1 | -2 | 0.94 | -7 | 17
CC1CN(C(=O)CCC(=O)NCc2ccc(Cl)cc2)c2ccccc2S1 (centres undefined) | 9 | 31 | 0 | -3 | 1.1 | 11 | 1 | -7 | 10
O=C(Nc1cccc(Cl)c1)N1CCOCC1 | 0 | -9 | 7 | -6 | 1 | -5 | 1.1 | 0 | 0
COc1cc(C(=O)NCC(=O)Nc2ccc(F)c(F)c2)ccc1OCC(=O)N1CCOCC1 | -6 | 0 | -4 | -9 | 1.1 | -2 | 1.1 | -6 | 12

Rewritten as comma-separated lines: entries from further up.
Molecule,TIM10 inh,tim10-1 inh,NALP3 yeast inh,mIAP block,hIAP act,ATG4B inhibitor,mIAP activ,hIAP block,Apaf-1 inh
CCN(CC)c1ccc(NC(=O)CN2C(=O)NC3(CCc4ccccc43)C2=O)cc1 (centres undefined),4,5,9,-3,0.95,-10,1,5,14
CC1CN(C(=O)CCC(=O)NCc2ccc(Cl)cc2)c2ccccc2S1 (centres undefined),9,31,0,-3,1.1,11,1,-7,10
COc1ccc(S(=O)(=O)N2CCOC2CNC(=O)C(=O)NCc2ccccc2Cl)cc1 (centres undefined),10,2,14,2,1,0,0.98,0,13
COC(=O)c1sccc1NC(=S)N1CCN(c2ccccc2F)CC1,0,20,18,4,0.9,12,0.96,10,4
COc1ccc(C(NC(=O)c2ccc(=O)[nH]c2)C(=O)Nc2ccc(C(C)C)cc2)cc1 (centres undefined),14,5,7,6,1.1,-2,0.94,-7,17
CC(=O)N1CCc2cc(C(=O)CN3CCCCC3)ccc21,-12,0,10,-8,0.91,-3,1.1,9,0

Not a hit list (roughly 4.5% active in at least one column).
